Source: PubChem BioAssay
TAAR1 antagonist: human TAAR1 antagonists, primary screen, Fluo-8 calcium fluorescence, CHO RD-HGA16 cells. Trace amine-associated receptor 1 (Homo sapiens), Q96RJ0. 360,000 compounds, 1.5% hits. inhibition, % at 3 µM. antagonist;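 active = inhibition above a per-plate cutoff, the mean inhibition of test compounds on that plate plus 3 SD, cut at about 49% in these data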;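 note: 0% = DMSO plus EC80 beta-PEA response and 100% = DMSO alone without agonist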
Target sequence (Q96RJ0 whole entry, looked up): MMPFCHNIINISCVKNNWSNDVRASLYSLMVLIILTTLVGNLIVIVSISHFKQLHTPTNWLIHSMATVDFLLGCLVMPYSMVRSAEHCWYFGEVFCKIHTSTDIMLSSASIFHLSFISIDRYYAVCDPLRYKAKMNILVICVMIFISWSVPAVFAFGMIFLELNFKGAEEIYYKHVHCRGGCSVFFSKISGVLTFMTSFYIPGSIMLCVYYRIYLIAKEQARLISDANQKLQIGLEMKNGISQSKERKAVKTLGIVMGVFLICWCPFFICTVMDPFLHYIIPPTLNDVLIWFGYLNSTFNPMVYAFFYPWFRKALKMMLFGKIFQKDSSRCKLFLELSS
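Material: RD-HGA16 CHO cells with stable hTAAR1 and Gα16; Dosing: single nominal final test compound concentration of 3 µM; Schedule: seeding 17-24 h prior, 75-min 37 °C, 30-min RT dye loading; Detection: kinetic Fluo-8 calcium fluorescence measurement; Measure: % inhibition from peak post-agonist over basal fluorescence ratio; Benchmarks: vehicle and agonist controls.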
CHO parental Ca: ATP-evoked calcium signal inhibitors, parental CHO, primary screen, counter-screen for OX1R antagonist project, cell-based, fluorescence, Fluo-8 calcium dye; parental CHO-K1, ATP-induced calcium, Fluo-8 fluorescence; inhibition, % at 5.6 µM; 330,000 compounds, 0.63% hits; AID 463079, 2010;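 active = inhibition above that plate's mean sample inhibition plus 3 SD, cut at about 26% in these data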;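 note: 0% = ATP-challenged DMSO wells and 100% = DMSO wells without ATP; some compounds past the cut are filed as inactive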
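Material: parental CHO cells / Compound: single nominal dose of 5.6 µM per compound / Signal: Fluo-8 fluorescence / Replicates: singlicate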
CHRM1 antagonist: human M1 muscarinic receptor antagonists, primary screen, CHO-K1 cells, Fluo-8 calcium fluorescence, 1536-well | inhibition, % at 3 µM | CHO-K1 hM1, ACh EC80 antagonist | 360,000 compounds, 1.3% hits | Muscarinic acetylcholine receptor M1 (Homo sapiens), P11229;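 active = percent inhibition above its own plate's cutoff, namely the mean of that plate's compound wells plus 3 SD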;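 note: peak over basal fluorescence ratio during 140 s after agonist addition; 0% = ACh EC80 plus DMSO and 100% = DMSO alone without agonist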
CHO-K1 Ca ag: counter-screen for M1 agonists: effect in parental CHO-K1 cells | Fluo-8 calcium fluorescence; scaled to maximal ATP response, vehicle zero | activation, % at 3 µM | 360,000 compounds, 0.48% hits | AID 602248, 2012; in the data active = activation above about 15%;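 note: untransfected CHO-K1 host cells lacking M1 receptor as counterscreen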
TAAR1 agonist: human TAAR1 agonists, primary screen, Fluo-8 calcium fluorescence, CHO RD-HGA16 cells; vehicle wells 0%, saturating PEA agonist 100%; 360,000 compounds, 0.99% hits; Trace amine-associated receptor 1 (Homo sapiens), Q96RJ0; AID 624467, 2012; activation, % at 3 µM;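 active = activation above the mean activation of all test compounds in the run plus 3 SD, cut at about 38% in these data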
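Test system: RD-HGA16 (CHO) cells co-expressing Gα16 and hTAAR1 | Doses: Single dose, 3 µM | Schedule: 17-24 h seeding, 75 min 37 °C dye, 30 min RT | Evaluation: % activation from peak over basal fluorescence ratio, DMSO-to-PEA scaled | Technique: Kinetic Fluo-8 calcium fluorescence | Benchmarks: Low control DMSO, high control PEA (EC100)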
CHRM1 agonist: human M1 muscarinic receptor agonists, primary screen, Fluo-8 calcium fluorescence, CHO-K1 cells, HTS | Muscarinic acetylcholine receptor M1 (Homo sapiens), P11229 | CHO-K1 hM1, agonist mode; 0% DMSO, 100% acetylcholine EC100 | activation, % at 3 µM | 360,000 compounds, 0.33% hits | AID 588814, 2011;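 active = activation above the run's mean compound activation plus 3 SD, cut at about 16% in these data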;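 note: peak over basal fluorescence ratio within a 140 s kinetic read after compound addition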
OXTR potentiator: human OXTR potentiators, primary screen, fluorescence, CHO-OTR cells, Fluo-8 calcium | 320,000 compounds, 0.061% hits | Fluo-8 calcium fluorescence, potentiator mode; 0% = oxytocin EC15, 100% = EC100 | Oxytocin receptor (Homo sapiens), P30559 | activation, % at 3 µM;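 active = activation above that plate's cutoff, the mean activation of tested compounds plus 3 SD, cut at about 6.6% in these data, passing the limit was not always enough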;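 note: 100% uses oxytocin at 75 nM as the full agonist control; some results filed as inactive read as strong as hits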
Target sequence (P30559 whole entry, looked up): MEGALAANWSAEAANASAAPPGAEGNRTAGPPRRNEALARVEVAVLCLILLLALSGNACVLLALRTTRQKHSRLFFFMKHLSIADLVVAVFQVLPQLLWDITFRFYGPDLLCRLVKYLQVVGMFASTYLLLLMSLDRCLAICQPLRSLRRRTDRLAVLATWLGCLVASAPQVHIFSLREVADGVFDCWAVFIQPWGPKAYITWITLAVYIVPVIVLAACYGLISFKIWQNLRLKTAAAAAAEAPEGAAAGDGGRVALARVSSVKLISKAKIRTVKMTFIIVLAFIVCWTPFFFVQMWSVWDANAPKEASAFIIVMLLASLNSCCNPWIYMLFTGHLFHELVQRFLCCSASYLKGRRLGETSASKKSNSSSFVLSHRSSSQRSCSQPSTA
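Material: CHO-OTR cells, human receptor; compound dosing: single dose, 3.0 µM nominal final compound concentration; schedule: 6 min compound pre-incubation at room temperature, 100 s kinetic read; measured by: kinetic Fluo-8 calcium fluorescence; read-out basis: % activation vs EC15 and EC100 oxytocin; controls: EC15 oxytocin alone as 0%, 75 nM oxytocin as 100%; replicates: singlicate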
CHO-K1 Ca antag: counter-screen for M1 antagonists: effect in parental CHO-K1 cells; AID 602250; ATP-induced calcium, Fluo-8 fluorescence; inhibition, % at 3 µM; 360,000 compounds, 0.6% hits;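 active = inhibition above a per-plate cutoff, the plate's mean sample inhibition plus 3 SD, cut at about 24% in these data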;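 note: 0% = DMSO plus EC80 ATP and 100% = DMSO alone without ATP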
CHO-K1 Ca PAM: nonselective calcium activators in parental CHO-K1 cells, primary screen, counter-screen for M1 PAM project, cell-based, Fluo-8 calcium fluorescence, full deck, 1536-well | AID 602247, 2012 | ATP EC20; 0% at ATP EC20, 100% at ATP max | activation, % at 3 µM | 360,000 compounds, 0.02% hits;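 active = activation above the run cutoff, the mean activation of all test compounds plus 3 SD, cut at about 40% in these data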;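 note: peak over basal fluorescence ratio in a 140 s read after ATP addition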
* marks the source's active call; other numbers are inactive results; · = no result given.

SMILES	TAAR1 antagonist	CHO parental Ca	CHRM1 antagonist	CHO-K1 Ca ag	TAAR1 agonist	CHRM1 agonist	OXTR potentiator	CHO-K1 Ca antag	CHO-K1 Ca PAM
COc1ccc(CNC(=O)CN2c3ccccc3S(=O)(=O)c3ccccc32)cc1	0	-8	3	3.0	6	1	-5	-17	19
CCOC(=O)C(CO)(NC(C)=O)C(=O)OCC	-3	2	0	-0.4	11	-3	-2	-8	15
Fc1ccc(OCCn2cnc(Cl)c2Cl)cc1	-15	-2	0	0.8	-2	-7	-1	-5	12
CN(C)N1C(N)=C(C#N)C(c2ccccc2)C2=C1CCCC2=O (stereo not drawn)	-10	-10	3	2.2	1	-5	1	-8	12
COc1ccc(C(=O)NCC(=O)N2CCN(c3ccccc3)CC2)cc1	-8	-6	-15	0.8	-2	0	-5	-17	11
CCn1c(CCNC(=O)c2ccc(C)cc2)nnc1SCc1ccc(Cl)c(Cl)c1	-11	-33	-4	-0.4	1	-4	-6	5	-9
CC(C)(C)C(=O)C(C(c1ccccc1)N1CCOCC1)N1CCOCC1 (stereo not drawn)	-20	·	-21	0.3	-1	1	·	-12	12
Cc1n[nH]c(=O)n1-c1cccc(C(F)(F)F)c1	3	-5	-1	0.4	8	-2	-14	-5	11
Cc1ccnc(NS(=O)(=O)c2ccc(NC(=O)C3CCCCC3C(=O)O)cc2)n1 (stereo not drawn)	-13	-25	27	0.0	2	-2	-18	15	-8
COc1ccc(Cc2noc(-c3ccc(C)cc3)n2)cc1	3	-11	19	0.0	5	-2	-12	10	-8
COc1ccc2cc3cc(C(=O)NCCc4ccc(OC)c(OC)c4)oc3nc2c1	45	-22	-6	4.3	16	0	-6	4	13
CCOc1ccc(-n2c(-c3ccccc3)c[n+]3c2CCC3)cc1	16	-3	38*	0.9	16	-5	-8	-12	17
Cc1ccc(NCc2nnc(SCC(N)=O)o2)c(C)c1	-10	-10	-14	0.7	0	-1	-9	-12	15
O=C(NCc1ccco1)c1ccc2c(c1)N(Cc1ccccc1)CCS2	0	-9	-2	1.1	6	-5	-3	-9	12
Cc1onc(-c2ccccc2)c1C(=O)NCCSCc1ccco1	-5	-17	-7	-0.4	1	-3	5	-9	5
CCN1CCN(S(=O)(=O)c2ccc(S(=O)(=O)N(CC)Cc3ccccc3)cc2)CC1	-8	-26	-4	22*	12	-6	-6	6	10
CN1CCN(c2ccc(-c3cc(NC=O)c4ncc(-c5ccc(F)c(Cl)c5)n4c3)cc2)CC1	1	·	-6	1.0	10	-6	·	-12	14
O=S(=O)(Nc1ccc2ccccc2n1)c1ccc2c(c1)CCO2	-14	-9	-19	1.5	3	-2	0	13	-10
OCCC1CN(C2CCN(c3ccccc3)CC2)CCN1Cc1ccc(F)c(F)c1 (stereo not drawn)	-8	-8	-5	0.5	0	-6	-4	-6	4
CC(C)(C)c1ccc(-c2cc(N)n[nH]2)cc1	4	-14	-6	-0.1	0	6	2	-7	6
CCN(CC)S(=O)(=O)c1ccc(C(=O)Nc2nnc(NC(=S)Nc3ccccc3)s2)cc1	6	10	-2	-0.2	-3	0	-2	14	-16
COc1ccccc1CNC(=O)c1c(-c2ccccc2Cl)noc1C	-6	-21	-6	0.9	1	-5	0	-10	9
Cc1ccc2c(c1)[C@H]1[C@H](CO2)[C@H](c2ccccc2)[C@]2(C)C(=O)N(Cc3ccccc3)CC(=O)N12	31	-22	1	0.1	5	-2	-8	-10	5
N#Cc1ccsc1NC(=O)CCN1C(=O)C2CCCCC2C1=O (stereo not drawn)	-16	-14	-14	0.7	1	-1	-3	-1	-2
COCC(C)NCc1cccc(OC)c1OC (stereo not drawn)	12	-4	-5	0.2	3	-4	-16	-10	8
COc1cccc2c(C)c(C(=O)O)[nH]c12	9	-15	-6	0.0	7	-1	-1	0	7
O=c1[nH][nH]c2c(N=Cc3ccccc3O)ccc(F)c12	·	·	-4	0.0	·	0	·	-5	-8
CN(Cc1ccccc1)C(=O)c1ccco1	-7	4	13	3.9	-1	-2	-18	2	0
CN1/C(=C/C(=O)COC(=O)CN2C(=O)C3CC=CCC3C2=O)C(C)(C)c2ccccc21 (stereo not drawn)	20	·	-14	0.1	2	-1	·	-5	-5
CN(CC(=O)Nc1ccc(Cl)c(C(F)(F)F)c1)C(=O)c1ccc(N2CCOCC2)c([N+](=O)[O-])c1	-3	-3	21	10	29	0	-18	2	1
CN(CC(=O)Nc1c(Cl)cccc1Cl)C(=O)c1ccc2ccccc2n1	-2	·	-12	1.6	0	-2	·	1	4
COc1ccc(Cl)cc1NC(=S)NN1CCOCC1	12	0	-10	0.5	0	-4	-5	-26	14
CN1CCN(C(=O)c2ccc3c(c2)N(Cc2ccccc2F)C(=O)c2ccccc2S3=O)CC1 (stereo not drawn)	6	-4	-4	-0.4	0	-11	-4	8	-9
CC(=O)Nc1ccc2c(COC(=O)CC3Sc4ccccc4NC3=O)cc(=O)oc2c1 (stereo not drawn)	21	-1	2	0.3	6	-6	-6	6	9
O=C(NCc1ccc(F)cc1)C1C2C=CC3(CN(Cc4cccnc4)C(=O)C13)O2 (stereo not drawn)	6	-4	-20	0.2	5	-6	-2	-12	11
Nc1cnn(Cc2ccccc2F)c1	17	-14	0	-0.6	-1	-9	-2	2	9
CCCc1cc(=O)n2[nH]c(NCc3cccs3)nc2n1	-7	2	3	-0.2	6	-2	-13	-8	6
Clc1c(-c2nnc3n2CCCCC3)sc2ccccc12	-9	-12	-5	0.9	7	-3	-17	-9	16
O=C(NCCc1ccccc1)NC(Cc1ccccc1)C(=O)O (stereo not drawn)	-21	·	-1	1.1	2	-4	·	-5	16
CCOc1ccc(NS(=O)(=O)c2ccc3c(c2)N(C(C)=O)CC3)cc1	0	6	-4	1.2	7	-1	-10	-10	4
O=C(/C=C/c1ccc(Cl)c([N+](=O)[O-])c1)Nc1ccc(NC(=O)c2ccco2)cc1	12	·	2	0.6	5	-3	·	12	-8
O=S(=O)(NCCS(=O)(=O)N1CCN(c2ccc(F)cc2)CC1)c1ccccc1	-7	·	-3	3.4	4	2	·	9	3
COc1ccc(NS(=O)(=O)c2cc(Br)cc3c2N(C(C)=O)CC3)cc1	-19	-15	-13	3.1	3	-1	-9	-15	3
O=C1NC(=O)C(c2ccccc2[N+](=O)[O-])=C1Nc1ccc(O)c(Cl)c1	-8	-12	-33	1.2	2	-4	-4	-6	15
Cc1ccc(Oc2nc3c(C)cccn3c(=O)c2/C=C(\C#N)C(N)=O)cc1	-14	-7	10	1.4	15	-4	-8	-3	-6
CN(C)S(=O)(=O)c1ccc(NC(=O)N2CCN(c3cccc(C(F)(F)F)c3)CC2)cc1	9	39*	25	7.1	34	4	-22	7	-4
COc1ccccc1OCCNC(=O)c1cccc(S(=O)(=O)N2CCN(Cc3ccccc3)CC2)c1	15	-20	-4	5.5	8	-5	-10	-13	-6
CCOc1ccc(NS(=O)(=O)c2cc3c4c(c2)CCN4C(=O)CC3)cc1	8	-10	16	1.8	3	0	-7	10	-31
Cc1ccccc1OCC(=O)OC(C)CN1CCN(C)CC1 (stereo not drawn)	-4	-2	-7	0.7	11	-3	-13	-7	5
CCOC(=O)C1(CCCc2ccccc2)CCN(Cc2cnc(C)s2)CC1	10	-25	2	4.1	4	-15	-13	-8	-6
c1cn(CCCNC2=NCCCCC2)cn1	-6	2	-6	0.8	0	-4	-12	0	12
O=C(Nc1nccs1)C1CC(=O)N(c2ccc(Cl)cc2)C1 (stereo not drawn)	5	-7	25	7.4	1	-3	-14	-6	-2
COCCNC(=O)C1(C)CCCN(Cc2ccc(Cl)nc2)C1 (stereo not drawn)	·	·	-12	4.5	·	-2	·	3	17
CN(C)c1ccc(NC(=O)Nc2ccc3c(c2)c(=O)n(C)n3Cc2ccccc2)cc1	10	·	-12	0.1	0	-4	·	-5	-10
CCOC(=O)CNc1c(-c2ccc(F)cc2)nc2cnccn12	-16	-6	4	0.6	4	-3	-11	-7	14
O=C(COC(=O)c1sc2ccccc2c1Cl)Nc1ncc(Cl)cc1Cl	1	-3	-2	-0.4	0	2	2	-7	26
O=C(Nc1cccnc1)c1cnn2cccnc12	-12	-2	8	0.7	20	-1	1	-18	12
O=C(Nc1ccccn1)c1ccc(S(=O)(=O)c2ccc(Cl)cc2)cc1	11	-13	-1	6.6	6	-3	-26	5	1
COc1ccccc1/C=C/C=N/NC(=O)c1ccccn1	12	0	6	2.3	8	1	-16	0	-12
O=C(/C=C/c1ccco1)Nc1ccc(-c2nc3ccccc3[nH]2)cc1	30	4	3	2.2	8	-4	-7	-2	8

(list continues)
SMILES	TAAR1 antagonist	CHO parental Ca	CHRM1 antagonist	CHO-K1 Ca ag	TAAR1 agonist	CHRM1 agonist	OXTR potentiator	CHO-K1 Ca antag	CHO-K1 Ca PAM
O=CNC1CCCc2c1[nH]c1ccc(Cl)cc21 (stereo not drawn)	6	-2	-7	0.3	3	-5	0	-14	8
CCOC(=O)N1CCC(N(CCN(C)C)C(=S)Nc2ccccc2OC)CC1	-16	-9	13	0.7	4	-5	-1	-9	6
COc1cccc(OC)c1C(=O)N1CCN(c2c(Cc3ccccc3)c(C)nc3ncnn23)CC1	26	-14	6	1.6	8	-2	-3	2	6
CSc1nc(C)cc(OCCNS(=O)(=O)c2cc(C)ccc2C)n1	-2	-14	-10	0.5	1	-2	-19	-2	-5
COc1ccc(C(=O)Nc2ccncc2)cc1OC	3	-9	-12	7.1	-2	-3	-1	-13	16
CC1CC(=Cc2ccc(N)cc2)C(=O)O1 (stereo not drawn)	4	·	-7	1.2	2	-6	·	-12	13
CCCOc1ccc(/C=c2\sc3nc(-c4ccco4)nn3c2=O)cc1OCC	-17	-3	-24	0.0	-1	-2	-11	-1	11
